# Screening results (PubChem BioAssay)
# TRPM1 prom inh = MITF TRPM1 promoter inhibition in SK-MEL-5 cells; 330,000 tested, 0.83% active; inhibition, % at 12.5 µM; SK-MEL-5 TRPM1 promoter luciferase, 24 h;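 active means mean inhibition across replicates of 60% or more, whatever share of single replicates reaches that level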; further: values of inactives mirror those of a sister screen read the other way
# NR2E3 ag-1 = agonists of human nuclear receptor NR2E3 | Q9Y5X4 | GST-NR2E3/biotin-RetCOR TR-FRET, 1536-well | inhibition of corepressor binding, % at 4.78 µM | 320,000 tested, 0.12% active | AID 2300;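 active means percent inhibition above the cutoff of mean plus 3 SD of all tested compounds, set per screening campaign, cut at about 20% in these data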;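 further: 0% = DMSO wells and 100% = biotin wells as full block of FRET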
# Target sequence (Q9Y5X4 whole entry, looked up): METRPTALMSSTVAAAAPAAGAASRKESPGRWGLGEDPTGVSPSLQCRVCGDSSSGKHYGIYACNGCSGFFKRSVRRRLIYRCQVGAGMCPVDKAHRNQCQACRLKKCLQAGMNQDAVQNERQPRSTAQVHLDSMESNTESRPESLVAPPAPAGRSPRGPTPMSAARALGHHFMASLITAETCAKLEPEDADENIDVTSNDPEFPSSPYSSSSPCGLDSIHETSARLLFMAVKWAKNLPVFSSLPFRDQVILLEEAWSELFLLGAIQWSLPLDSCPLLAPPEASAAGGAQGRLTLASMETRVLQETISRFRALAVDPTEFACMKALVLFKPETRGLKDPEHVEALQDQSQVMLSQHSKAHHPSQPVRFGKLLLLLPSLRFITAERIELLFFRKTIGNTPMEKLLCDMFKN
#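 Format: 1536-well format; test system: GST-NR2E3 and biotin-RetCOR proteins; read-out basis: percent inhibition of TR-FRET ratio; timing: 5 h incubation at 4 °C; detection: time-resolved FRET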
# TRAIL sens C8 = sensitizes caspase-8 expressing cells to TRAIL. 360,000 tested, 1% active. AID 624354. NB7+C8 cells + TRAIL, ATPlite viability luminescence. inhibition (viability loss, TRAIL sensitization), % at 10 µM;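 active means compounds causing at least 50% loss of cell viability in the single-dose screen, relative to plate controls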
# EBV LMP1 NFkB = inhibitors of Epstein-Barr LMP1-induced NF-kappaB reporter; LMP1-induced NF-kappaB luciferase reporter cells, luminescence; AID 504558; inhibition, % at 12.5 µM; 350,000 tested, 0.69% active; in the data active means inhibition above about 41%;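 further: 0% = neutral control wells and 100% = reference inhibitor control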
# Peg3 promoter = Peg3 promoter activity inhibition; 360,000 tested, 1.7% active; HeLa PEG-Prom luciferase reporter, luminescence, overnight; inhibition, % at 20 µM;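 active means inhibition of at least 50% at 20 µM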
# HIF-2a inh = HIF-2a inhibition; inhibition, % at 18.8 µM; 360,000 tested, 0.72% active; AID 624352; 786-0 RCC cells HIF-2a reporter, luciferase luminescence, overnight;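 active means inhibition of the luminescence signal of 40% or more relative to plate controls, in a single-dose primary screen at 18.75 µM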
# KKLEB cytotox = CF airway cell cytotoxicity counter-screen; KKLEB CF airway cells viability, ATPlite luminescence, overnight; active compounds read low; cells stimulated with P. aeruginosa culture filtrate; 360,000 tested, 0.36% active; activity change (cytotoxicity), % at 5 µM;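 active means corrected activity change at or below -50% at 5 µM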
# iPSC survival up = enhancers of human iPSC single-cell survival. 360,000 tested, 0.044% active. AID 602274. hiPSC single-cell survival, ATPlite luminescence; 100% = ROCK inhibitor wells, 0% = DMSO. survival enhancement, % at 20 µM; in the data active means survival enhancement above about 18%;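 further: cells exposed to compounds for 16 hours before the ATP read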
# Shn3 inh set2 = reduces Shn3 3'UTR luciferase signal in osteoblasts; Clone20 osteoblast Shn3 3'UTR firefly luciferase, 24 h; inhibition, % at 12.5 µM; 360,000 tested, 0.52% active; AID 588674;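 active means mean inhibition of at least 75% with every replicate also reaching 75%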;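 further: 0% = median of neutral control wells and 100% = pilot-screen positive control compound; some compounds past the cut are filed as inactive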
# CF NFkB inh = inhibitors of cystic fibrosis induced NF-kB. inhibition, % at 5 µM. KKLEB NF-kB-GFP reporter, PAF-induced, GFP fluorescence overnight. 360,000 tested, 0.86% active;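 active means at least 50% inhibition at 5 µM, scaled per plate between neutral and stimulator controls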;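 further: PAF is a Pseudomonas aeruginosa culture filtrate used as stimulus; plate controls were PAF-stimulated DMSO wells for no effect and unstimulated DMSO wells for full effect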
# NR2E3 ag-2 = activates human NR2E3 receptor; Q9Y5X4; CHO-S Gal4-NCOR/VP16-NR2E3 two-hybrid, luciferase; inhibition of corepressor binding, % at 3.98 µM; 360,000 tested, 0.35% active; AID 602229;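 active means inhibition above the mean of all tested compounds plus 3 SD, cut at about 70% in these data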;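 further: 0% = DMSO with NR2E3 transfected cells and 100% = cells lacking NR2E3 construct; higher means lower luciferase signal from less NR2E3 corepressor binding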
# * marks the source's active call; other numbers are inactive results; . = not tested or not shown. A portion of the library; rates above refer to the full screens.
SMILES,TRPM1 prom inh,NR2E3 ag-1,TRAIL sens C8,EBV LMP1 NFkB,Peg3 promoter,HIF-2a inh,KKLEB cytotox,iPSC survival up,Shn3 inh set2,CF NFkB inh,NR2E3 ag-2
S=C(Nc1cccc(Cl)c1Cl)Nn1cnnc1,-2,0,2,4,-2,13,6,-0.1,-10,-4,11
CCN(CC)CCNC(=O)c1cc(-c2cccnc2)nc2ccc(S(=O)(=O)N3CCC(C)CC3)cc12,88*,-1,27,-10,72*,64*,-10,-0.5,11,-2,4
O=C1OC(Cc2ccccn2)C(O)=C1C1=NCCCCN1 (centres undefined),-46,6,6,-24,-107,-150,12,0.2,-65,1,-81
Cc1ccc(Cn2nnc3c(=O)n(CC(=O)NCc4ccc5c(c4)OCO5)cnc32)cc1,17,0,18,-4,31,15,-18,-2.2,17,10,-12
COc1ccc(S(=O)(=O)N2CCc3ccccc32)cc1C(=O)Nc1cc(S(C)(=O)=O)ccc1Cl,36,.,37,-19,24,14,-1,1.6,37,-31,-24
CC1CCN(C(=O)c2ccc(S(=O)(=O)N(C)C)cc2)C(C)C1 (centres undefined),-8,7,-2,-4,2,-11,-3,-2.6,-1,10,-4
CS(=O)(=O)N(CC(=O)NC1CCCCC1)Cc1ccc(F)cc1,-1,-24,-7,4,-3,13,-2,-1.3,21,-11,23
Cc1cc(C)n(CC(=O)N/N=C/c2cccc([N+](=O)[O-])c2)n1,-11,1,-3,3,5,6,6,2.0,-6,-6,24
Cc1cc(C(=O)NC2CC(C)(C)Cc3c2cnn3-c2ccccc2)n(C)n1 (centres undefined),0,1,-5,4,6,18,1,-0.7,11,18,-17
O=C(Nc1ccc(F)cc1)c1ccc(-n2ccnc2)nc1,-4,-3,-19,11,-7,-5,8,-0.2,-9,-3,-9
O=C(CNC(=O)c1ccc(Br)cc1)N=Nc1c(O)[nH]c2ccc([N+](=O)[O-])cc12,-6,2,-7,3,-2,-7,1,-0.1,-8,-38,-12
O=C(CC1NCCNC1=O)Nc1ccc2c(c1)OCO2 (centres undefined),-5,-5,-9,-1,-3,-7,-11,5.9,2,0,-2
COc1cc(C(=O)Nc2scc(-c3ccc(Br)cc3)c2C(=O)O)cc(OC)c1OC,5,-1,-7,1,37,18,-2,0.1,-3,21,-12
CCN(C[C@H]1N[C@@](C)(C(=O)OC)[C@H]2C(=O)N(C)C(=O)[C@@H]12)C(=O)c1ccc(F)cc1,-4,.,3,4,-5,6,18,0.6,4,-20,-55
FC(F)(F)c1ccccc1NC(=S)N1CCN(Cc2ccc3c(c2)OCO3)CC1,19,-1,-7,1,24,14,24,1.6,9,-15,-39
CC1(C(=O)NCCc2ccccc2)Cc2c(-c3cccc(C(N)=O)c3)ccnc2O1 (centres undefined),.,.,15,.,22,25,-4,0.0,4,0,16
COCC(=O)N(C)[C@H]1C[C@H]2c3cc(N4CCN(C)CC4)ccc3CCN2C(=O)[C@H]1[C@H](C)O,-3,.,-18,-4,0,6,15,-0.7,-9,-8,-3
Cc1ccc(S(=O)(=O)NC2CCCCC2)c2nsnc12,-11,-2,10,-20,14,12,2,-0.5,5,12,-15
CC(CNC(=O)CC[C@H]1O[C@@H](n2ccc(=O)[nH]c2=O)[C@H](O)[C@@H]1O)c1ccccc1 (some centres undefined),.,.,-2,.,10,8,-7,-1.7,-16,-5,-13
CCOc1ccc(C(=O)N/N=C/c2cccc3cccnc23)cc1,10,0,19,9,14,-34,-1,2.9,66,8,-8
CC1CCN(S(=O)C23CC4CC(CC(C4)C2)C3)CC1 (centres undefined),5,1,-16,-5,12,14,9,0.0,8,-7,9
CCOc1ccccc1NC(=O)c1cc(=O)c2ccccc2o1,15,-4,3,3,-4,-2,-14,-0.2,-7,-15,1
CC1CCC(C(C)C)C(OC(=O)CSc2nccc(=O)[nH]2)C1 (centres undefined),-7,4,-3,-8,2,5,5,-2.6,-19,10,-27
CCN1C(=O)[C@@H]2[C@H](C1=O)[C@@H]1C(=O)Nc3ccccc3C(=O)N1[C@@H]2c1cccc(Cl)c1,-2,4,-9,0,0,5,-4,-0.1,-21,-15,-35
CCCCNc1ncnc2[nH]ncc12,-16,.,-10,1,21,10,5,-2.6,-10,-55,24

# Further records.
SMILES,TRPM1 prom inh,NR2E3 ag-1,TRAIL sens C8,EBV LMP1 NFkB,Peg3 promoter,HIF-2a inh,KKLEB cytotox,iPSC survival up,Shn3 inh set2,CF NFkB inh,NR2E3 ag-2
Cc1[nH]c(=O)[nH]c(=O)c1S(=O)(=O)N1CCCc2ccccc21,2,-5,-12,-5,10,7,9,-0.4,0,-12,14
Cc1sc2nc(C(C)C)nc(SCC(=O)N3CCN(C(=O)c4ccco4)CC3)c2c1C,13,-1,8,-5,21,25,10,0.3,24,0,4
O=C(COc1ccccc1Br)N1CCN(c2ccccc2)CC1,-8,3,-7,-8,-62,-81,-4,4.7,2,2,24
N#C/C(=C(/O)CN1CCN(c2ccccc2F)CC1)c1nc(-c2ccc(Cl)cc2)cs1,8,4,-2,3,19,-20,-29,0.2,9,17,46
COc1ccccc1Nc1nc2ccccc2n2cnnc12,-33,2,13,-6,-64,-75,-9,0.4,-27,-8,-21
Cc1ccc(-n2c(=O)[nH]c3c(C(N)=O)nc(C(C)C)nc32)cc1,14,2,-13,-4,17,19,0,-0.4,2,1,25
O=C(OCC(O)COc1ccccc1)c1ccc([N+](=O)[O-])cc1 (centres undefined),6,-2,4,0,7,12,15,-0.6,-12,19,-38
CCOC(=O)c1ccc(N2Cc3ccccc3C2=NC(=O)c2ccncc2)cc1,-101,.,-3,-31,-206,-205,7,-1.1,-35,-45,-70
Cc1c(NS(=O)(=O)c2ccc(NCC3CCCO3)c([N+](=O)[O-])c2)c(=O)n(-c2ccccc2)n1C (centres undefined),3,4,4,5,10,13,2,-0.4,-17,8,-2
O=C(c1ccc(F)cc1)c1ccc(-c2ccc(F)cc2)nc1,-63,6,-7,-6,-164,-168,4,-0.6,-30,6,-6
Cc1cc(C[n+]2ccccc2)c2nsnc2c1,14,3,-3,1,9,12,11,-2.9,4,-17,0
Cc1cccc(S(=O)(=O)NC(=O)C2(C)CCN2C(=O)c2ccccc2)c1 (centres undefined),.,.,0,.,11,3,-8,-1.0,-15,5,11
Cc1ccc(-c2nc(CN3CCCCC3c3cccc(F)c3)c(C)o2)o1 (centres undefined),-3,0,-1,-22,14,19,-5,-1.1,5,0,0
CCOCCOC(=O)COC(=O)c1ccccc1NC(=O)c1ccccc1,-15,2,0,11,-3,7,-10,-0.2,-23,10,-28
CC(C)N1CC(O)=C(c2nc3ccccc3[nH]2)C1=N,-74,-2,8,-12,-126,-263,5,-1.2,-51,3,-31
CCN(CCCNC(=O)CNC(=O)c1nn(-c2ccc(OC)cc2)c(=O)c2ccccc12)c1cccc(C)c1,-1,1,21,-7,24,9,-21,-0.1,9,4,-19
CCOC(=O)Cn1c2ccc(F)cc2c2nc(C)sc21,7,1,11,6,25,11,-7,-0.4,-3,-11,-12
Cc1ccccc1S(=O)(=O)N(C)C[C@H]1OCc2cn(nn2)CCCC(=O)N([C@@H](C)CO)C[C@@H]1C,.,.,-14,.,-8,4,6,0.0,-8,-29,-15
C[C@H]1CCC2[C@](C)(CO)[C@@H](O)CC[C@]2(C)[C@@]12CCC(CO)(CCO)O2 (some centres undefined),9,-3,6,11,5,9,10,-0.2,0,2,-39
CC(C)=Cc1oc2ccc([N+](=O)[O-])cc2c1N1CCOCC1,-2,2,1,-3,10,14,3,-0.5,0,11,-10
Cc1sc[n+](CC(=O)c2ccc(Br)cc2)c1C,-5,-4,-15,-5,-18,7,-5,0.0,4,10,-2
C/C(=N\NS(=O)(=O)c1ccc(Cl)c([N+](=O)[O-])c1)c1cc2ccccc2o1,-11,0,-8,8,15,19,0,-1.0,-21,3,-5
CN(C)S(=O)(=O)c1ccc(-n2cccc2)cc1,7,3,3,-1,-7,6,5,-1.1,3,2,1
COc1cc(NC(=O)Cn2c(=O)n(CC3CCCO3)c(=O)c3ccccc32)cc(OC)c1 (centres undefined),12,-1,29,7,9,3,-4,1.3,-3,13,19
COc1ccc(CCNC(=O)CN2CCN(c3ccccc3Cl)CC2)cc1,0,1,-9,5,13,14,4,-2.9,-2,-1,-4

# Compound profiles, from the list above:
# `CN(C)S(=O)(=O)c1ccc(-n2cccc2)cc1` as listed: TRPM1 prom inh: 7; NR2E3 ag-1: 3; TRAIL sens C8: 3; EBV LMP1 NFkB: -1; Peg3 promoter: -7; HIF-2a inh: 6; KKLEB cytotox: 5; iPSC survival up: -1.1; Shn3 inh set2: 3; CF NFkB inh: 2; NR2E3 ag-2: 1
# `Cc1ccc(-c2nc(CN3CCCCC3c3cccc(F)c3)c(C)o2)o1` (centres undefined) as listed: TRPM1 prom inh: -3; NR2E3 ag-1: 0; TRAIL sens C8: -1; EBV LMP1 NFkB: -22; Peg3 promoter: 14; HIF-2a inh: 19; KKLEB cytotox: -5; iPSC survival up: -1.1; Shn3 inh set2: 5; CF NFkB inh: 0; NR2E3 ag-2: 0

# Continued:
SMILES,TRPM1 prom inh,NR2E3 ag-1,TRAIL sens C8,EBV LMP1 NFkB,Peg3 promoter,HIF-2a inh,KKLEB cytotox,iPSC survival up,Shn3 inh set2,CF NFkB inh,NR2E3 ag-2
CCC1(c2ccccc2)NC(=O)N(CC(=O)Nc2ccc3c(c2)CCC3)C1=O (centres undefined),.,.,-2,-13,4,15,-5,-2.4,4,0,-5
Cc1cccc(Cn2c(N3CCN(C)CC3)nc3c2c(=O)[nH]c(=O)n3C)c1,-11,7,1,-3,8,12,2,2.1,-12,-3,-1
CC(=O)c1c(C)[nH]c(C(=O)OCC(=O)Nc2ccc(C)cc2[N+](=O)[O-])c1C,-3,5,36,-2,-4,29,-7,-0.3,79,39,82*
Nc1nnc(N)c2ccccc12,2,1,-1,-3,1,14,12,-0.4,-15,-18,-9
CC(C(=O)Nc1ccc(S(=O)(=O)N2CCCC2)cc1)N1CCc2ccccc2C1 (centres undefined),12,0,4,1,14,15,-12,0.6,18,16,-11
Cc1ccc(C(=O)Cn2cncn2)cc1,-11,4,-7,3,1,3,-2,0.0,5,0,-2
COc1ccc(-n2c(SCC(=O)Nc3ccccc3OC)nc(O)c(Cc3ccccc3)c2=O)cc1,-3,4,-19,4,7,-21,9,1.7,-9,6,-30
CCOC(=O)c1c(S(=O)(=O)NCC(=O)N2CCN(c3ccccc3OC)CC2)c(C)n(C)c1C,-10,-1,9,5,6,10,11,-0.5,-19,3,-1
COc1cc(Cl)c(C)cc1NC(=O)CCN1C(=O)NC(C)(C)C1=O,25,.,4,-1,-1,14,-1,-0.3,-5,-5,-4
CC(=O)N(C)c1ccc(OCC(O)CN(Cc2ccco2)S(=O)(=O)c2ccc(C)cc2)cc1 (centres undefined),4,0,6,6,11,21,-16,-3.4,21,-4,47
O=C(COC(=O)CCc1nc2ccccc2c(=O)[nH]1)Nc1ccccc1Cl,6,0,-7,0,4,8,-14,0.1,-35,6,-6
CCOC(=O)c1ccc(Oc2nc(N(C)C)nc(N3CCOCC3)n2)cc1,-4,-1,6,3,21,19,-1,-1.2,-38,14,-5
Cc1ccc(C(=O)NCC(=O)NCC(=O)OCc2ccc(Oc3ccc([N+](=O)[O-])cc3)cc2)cc1,6,2,5,-2,6,-17,-29,-1.7,12,-5,-2
